Source: PubChem (National Center for Advancing Translational Sciences (NCATS))
GCN5L2 inh = GCN5L2 (KAT2A) acetyltransferase inhibition. 390,000 compounds, 0.21% hits. Potency, µM (series often up to 58.9 µM), for the others: at the top dose activity change, negative = inhibition, actives largely listed as inhibitors. GCN5L2 HAT assay, ThioGlo1 CoA-SH fluorescence
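GCN5L2 (20nM final) in 50mM HEPES, 0.1mM EDTA pH 7.5, 0.01% Tween-20 was preincubated 15 min at room temperature with compound, then given ThioGlo1 (50uM), H3(1-25) peptide (75uM) and acetyl-CoA (70uM); CoA-thiol fluorescence (Ex340/Em540) was read at 0 and 20 min.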
FEN1 inh = human FEN1 inhibition; P39748; Recombinant FEN1 flap cleavage, fluorescence, 15 min; Potency, µM (top dose mostly 114 µM), for inactives: at the highest dose activity change, negative = inhibition, most hits filed as inhibitors; 390,000 compounds, 0.35% hits; AID 588795; also: nearly all actives have a fitted effect of over 65% in size
Target sequence (P39748 whole entry, looked up): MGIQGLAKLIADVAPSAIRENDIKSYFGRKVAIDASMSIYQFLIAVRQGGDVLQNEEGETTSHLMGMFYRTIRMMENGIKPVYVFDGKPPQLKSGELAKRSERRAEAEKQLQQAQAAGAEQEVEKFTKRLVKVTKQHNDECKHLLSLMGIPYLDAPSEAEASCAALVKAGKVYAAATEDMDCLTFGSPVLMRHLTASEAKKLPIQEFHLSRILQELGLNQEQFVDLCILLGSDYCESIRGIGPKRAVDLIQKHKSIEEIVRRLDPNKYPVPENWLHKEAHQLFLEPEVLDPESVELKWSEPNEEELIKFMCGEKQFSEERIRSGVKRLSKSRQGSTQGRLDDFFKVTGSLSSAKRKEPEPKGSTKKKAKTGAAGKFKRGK
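FEN1 at 10 nM, compound pretreatment for 15 min (room temperature), 50 nM final substrate to initiate; endpoint reads at 0 and 15 min; DMSO-only plates used as vehicle background.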
N370S GC = inhibitors or activators of N370S glucocerebrosidase for Gaucher disease; P04062; N370S GC spleen homogenate, 4MU-glucoside fluorescence; Potency, µM (highest dose often 59.4 µM), for the others: top-dose activity change, negative = inhibition, usual class: inhibitors; 330,000 compounds, 0.092% hits;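 also: 0% = full enzyme activity and -100% = no enzyme basal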
* hit, by the source's call; ? = inconclusive; / = not tested or not shown; & = joins results of further samples; [ ] = remark or other dose. Calls follow the shape of the dose curve; as a rule, active = well fitted curve in the direction sought with a large enough effect; inconclusive = small, poorly fitted or top-dose-only effect, or another doubt; inactive = no such curve, though single readings can be large; an effect the other way counts as inactive or inconclusive. Unless noted, % is scaled to controls: 0 for no effect and ±100 for the full control effect; potency is read from the fitted curve at half-maximal effect.

GCN5L2 inh,FEN1 inh,N370S GC,SMILES
-13%,-5%,-9%,Cc1ccccc1NC(=O)N1CCNC(=O)C1CC(=O)Nc1cc(Cl)ccc1Cl (centres undefined)
2%,0%,-1%,O=C(NC1CCCCC1)c1ccccc1NC(=S)NC(=O)C1CC1
-1%,3%,-2%,CCC(C(=O)Nc1ccc(S(=O)(=O)Nc2ncccn2)cc1)c1ccccc1 (centres undefined)
-8%,/,-6%,Cc1cc(C)cc(Oc2ccccc2CO)c1
-9%,-8%,-3%,CCOC(=O)C(NCc1ccco1)(NC(=O)c1ccc(OC)cc1)C(F)(F)F (centres undefined)
-2%,-6%,-27%,CCN(CC)CCCNC(=O)c1cn(-c2cccc(OC)c2)c(=O)c2ccccc12
-1%,-8%,/,COc1cc(C(=O)N2CCC(C(N)=O)CC2)ccc1OCc1c(C)noc1C
0%,-4%,-13%,COc1ccc(OC)c(CC(NC(C)=O)C(=O)NC2CCN(S(=O)(=O)c3ccc(NC(C)=O)cc3)CC2)c1 (centres undefined)
-6%,-2%,1%,CCCNC(=O)C1CN(S(=O)(=O)c2ccc(C)cc2)c2ccccc2O1 (centres undefined)
-2%,-12%,-1%,COc1ccc2c(c1OC)C(=O)OC2c1c(O)nc(SC)n(-c2ccccc2)c1=O (centres undefined)
-5%,17%,7%,N#Cc1ccc(S(=O)(=O)Nc2ccc3ccccc3n2)cc1
2%,-1%,2%,CCC(C(=O)Nc1ccccc1C(=O)N1CCCC1)N1C(=O)c2ccccc2C1=O (centres undefined)
1%,-19%,-4%,COc1ccc(CCC(=O)N2CCCC(Nc3ccc(C)c(C)c3)C2)cc1OC (centres undefined)
-32%,-20%,-17%,O=C(NCc1cc([N+](=O)[O-])ccc1O)c1cccnc1Sc1ccccc1
1%,0%,1%,CC(C)c1ccc(NC(=O)C(c2ccccc2)N2CCN(C=O)CC2)cc1 (centres undefined)
2%,13%,/,CC1CCCN(CC(O)COc2ccc(S(=O)(=O)N3CCCC3)cc2[N+](=O)[O-])C1 (centres undefined)
7%,2%,0%,O=C(NCc1cccnc1)/C(=C/c1ccco1)NC(=O)c1ccccc1
-8%&-4%,15%&4%,?,Cc1ccc(Nc2c(-c3ccc(N4CCOCC4)cc3)nc3ncccn23)cc1C
-8%,-5%,4%,COc1cc(S(=O)(=O)NC2CCCCC2)ccc1Cl
-4%,0%,12%,CCc1c(C#N)c(SCCC(=O)Nc2ccc(F)cc2)nc2c1C(=O)CC(C)(C)C2
-22%,-11%,-2%,COC(=O)c1cc(-c2c[nH]c3ccccc23)n[nH]1
0%,-2%,6%,CCOC(=O)c1c(/N=C/C2C(=O)CCCC2=O)sc(C)c1C
-14%,-7%,0%,COC(=O)[C@@H]1CCCN1C(=O)c1cc(COc2cccc3cccnc23)on1
10%,46%[activator],8%,N#Cc1nc(-c2ccc(F)cc2)oc1NCc1cccc2c1OCO2
-13%,8%,-3%,CC(C)(C)N1C(=O)[C@H]2[C@@H](c3ccc(Br)cc3)N3C(=O)N(c4cccc(F)c4)C(=O)[C@@]3(Cc3ccccc3)[C@H]2C1=O
-10%,-6%,/,COc1ccc(S(=O)(=O)c2c(C(=O)c3ccc(C)c(C)c3)cnc3ccc(C)cc23)cc1
-1%,-15%,2%,CC1Sc2ccc(S(=O)(=O)CCC(=O)NC(C)c3ccccc3)cc2NC1=O (centres undefined)
-13%,?,?,Cc1nc2c(sc3nc(N4CCOCC4)c4c(c32)CC(C)(C)OC4)c(-c2ccccc2)c1C(=O)O
-11%,-1%,/,COC(=O)c1c(C)sc(-c2c(-c3cccc(Cl)c3)[nH]c3c2c(=O)[nH]c(=O)n3C)c1O
-3%,-16%,/,COc1ccc2[nH]c3c(c2c1)CCN(C(=O)CCC1CCCC1)C3c1ccc(F)cc1 (centres undefined)
-14%,-10%,-12%,CCOCCOC(=O)c1ccc(NC(=O)c2cc(OC)c(OC)c(OC)c2Br)cc1
-2%,-15%,1%,COc1ccc(C(=O)N2CCN(C(=O)C3COc4ccccc4O3)CC2)cc1 (centres undefined)
3%,-8%,/,CCC12CN3CC(CC)(CN(C1)C3c1cc(Br)ccc1OC)C2=O (centres undefined)
-9%,-11%,3%,COc1ccc(OC)c(N/C(=N/c2nc(C)cc(C)n2)NC(C)=O)c1
-13%,-1%,-15%,COc1ccccc1NC(=O)CN1CCN(CC(=O)Nc2ccccc2Cl)CC1
-20%,-3%,?,COc1ccc(C(C)NC(=O)c2ccccc2)cc1 (centres undefined)
-6%,2%,-8%,O=C(c1ccc[nH]c1=S)N1CCN(S(=O)(=O)c2ccc(Br)cc2Cl)CC1
-3%,1%,2%,Cc1ccc2[nH]c(=S)cc(C)c2c1
-7%,15%,2%,O=C(CNC(=O)c1ccccc1Br)N/N=C/c1cc(Br)ccc1O
-5%,-3%,-5%,CC(C(=O)Nc1cccc(C#N)c1)N(C)CCOc1ccccc1 (centres undefined)
-19%,45µM*,4%,O=C(O)CN1C(=O)/C(=C/c2ccc(N3CCCCC3)o2)SC1=S
-4%,5%,-19%,CN(CC(=O)Nc1ccc(F)cc1)C(=O)COC(=O)C1=COCCO1
-2%&0%,-15%&0%,0%,Cc1cc(C)cc(NC(=O)C2(c3cccs3)CCOCC2)c1
1%,-8%,-2%,Cn1cnc([N+](=O)[O-])c1S(=O)(=O)c1cccc(Cl)c1
-4%,24%,18%,Cc1ccsc1/C=C1\CCC(C2CCCC2)C1=O (centres undefined)
-11%,1%,/,O=C(NCC(=O)N1CCN(c2ncccn2)CC1)c1ccccc1F
-8%,-8%,-1%,O=C(CSc1ccc(Cl)cc1)NNC(=O)c1ccco1
0%,9%,3%,COc1ccc(N2CC(C)Cn3c2nc2c3c(=O)n(CCN3CCOCC3)c(=O)n2C)cc1 (centres undefined)
-1%,-3%,-20%,O=C(CNC(=O)C1CCCCC1)Nc1ccc(Cl)cc1
1%,-9%,5%,CC1=C(C(=O)OCc2ccccc2)C(c2cccs2)NC(=O)N1CCCC(=O)O (centres undefined)
-8%,-5%,/,CN(C(=O)Cn1nc(C(=O)O)c2ccccc2c1=O)C1CCCCC1
-2%,4%,2%[12.8 µM],COc1ccc(CC(=S)N2CCOCC2)cc1OC
-16%,-7%,3%,Cc1nn(C)c(C)c1S(=O)(=O)N1CCC(CO)(CC2CCCCO2)CC1 (centres undefined)
1%,17%,/,Cc1cc(C)c2oc(-c3ccc(Cl)c(NC(=O)c4cccs4)c3)nc2c1
0%,-2%,-2%,CCOCc1c(C(=O)OCC(=O)Nc2ccc(C)c(S(=O)(=O)N(C)C)c2)oc2ccccc12
/,-1%,2%,CCN(CC)c1nc2n(c(=O)n1)CCO2

Next section
GCN5L2 inh,FEN1 inh,N370S GC,SMILES
-4%,-14%,6%,COCCCn1c(Cc2csc(Nc3cccc(Cl)c3)n2)nnc1SCC(=O)OC
-19%,-3%,-10%,Cc1cccc(-c2nc(NCCCN(C)C)c3ccccc3n2)c1
3%,10%,-5%,Cc1cc(=O)[nH]c(SCC(=O)NCc2ccc3c(c2)OCO3)n1
-8%,-1%,18%,CCCCCCCCOC(=O)CCn1[nH]c(=O)c2ccccc2c1=O
0%,-5%,-3%,Cc1cc(=O)[nH]c(SCC(=O)NCCOc2ccccc2)n1
-3%,-1%,12%,O=C(NCc1ccccc1)N1CCN(c2ccc(Cl)c(Cl)c2)CC1
-6%,-20%,8%,CCN(CC)C(=O)Cn1cc(C(=O)C(=O)NCCc2c[nH]c3ccccc23)c2ccccc21
-21%,-2%,/,Cc1ccc(NC(=O)c2ccc(Br)cc2)c(C(=O)c2ccccc2)c1
-3%,-7%,-10%,CSc1cccc(NC(=S)N2CCC(N(C)C3CCCCC3)CC2)c1
-2%,1%,-12%,N#Cc1ccc(CN2CCN(C(=O)Cn3nc(C(N)=O)c4ccccc4c3=O)CC2)cc1
1%,-6%,1%,CCOC(=O)C1=C(CC)OC(N)=C(C#N)C1c1ccc(NC(C)=O)cc1 (centres undefined)
-1%,-9%,-11%,O=C(CSc1nnc(Cc2cccs2)n1C1CCCCC1)N1CCN(C(=O)c2ccco2)CC1
-3%,-12%,-3%,CCN(CC)C(=O)C1CCN(S(=O)(=O)c2ccc3c(c2)CCCN3C(=O)C2CCC2)CC1
-6%,?,3%,C=CCNC(=O)c1oc2ccc(S(=O)(=O)N(CC)CC)cc2c1C
-5%,-4%,14%,CCn1cc(-c2n[nH]c(=S)n2-c2ccc(C)cc2Br)c(=O)c2ccc(C)nc21
0.45µM*,89µM*,-11%,O=C(O)c1ccccc1NS(=O)(=O)c1cccc(-n2sc3ccccc3c2=O)c1
-2%,3%,29%,Nc1nc2nc(-c3ccc(OCc4ccccc4)cc3)cc(C(F)(F)F)n2n1
-5%,18%,/,Nc1c(C(=O)Nc2ccccc2Cl)c2ccccn2c1C(=O)c1ccc(Cl)cc1
-3%,1%,11%,Nc1c(C(=O)c2ccccc2)oc2ccccc12
8%,2%,-21%,FC(F)(F)c1ccc(NC(=S)NC2CCCCC2)cc1
-10%,-12%,/,COc1ccc(-c2noc(N3CCN(c4cccc(Cl)c4)CC3)n2)cc1OC
-5%,-9%,-1%,CCOc1cc2c(cc1OCC)C(C(=O)O)C(c1ccc(OC)c(O)c1)N(C)C2=O (centres undefined)
-3%,-3%,6%,COc1ccc2c(c1)sc(=N)n2C
-4%,0%,1%,CCOC(=O)[C@H]1[C@H]2COc3ccc(C)cc3[C@@H]2N2C(=O)c3cc(F)c(F)cc3NC(=O)[C@@]12C

17 consecutive entries already listed, quoted:
GCN5L2 inh,FEN1 inh,N370S GC,SMILES
0%,-5%,-3%,Cc1cc(=O)[nH]c(SCC(=O)NCCOc2ccccc2)n1
-3%,-1%,12%,O=C(NCc1ccccc1)N1CCN(c2ccc(Cl)c(Cl)c2)CC1
-6%,-20%,8%,CCN(CC)C(=O)Cn1cc(C(=O)C(=O)NCCc2c[nH]c3ccccc23)c2ccccc21
-21%,-2%,/,Cc1ccc(NC(=O)c2ccc(Br)cc2)c(C(=O)c2ccccc2)c1
-3%,-7%,-10%,CSc1cccc(NC(=S)N2CCC(N(C)C3CCCCC3)CC2)c1
-2%,1%,-12%,N#Cc1ccc(CN2CCN(C(=O)Cn3nc(C(N)=O)c4ccccc4c3=O)CC2)cc1
1%,-6%,1%,CCOC(=O)C1=C(CC)OC(N)=C(C#N)C1c1ccc(NC(C)=O)cc1 (centres undefined)
-1%,-9%,-11%,O=C(CSc1nnc(Cc2cccs2)n1C1CCCCC1)N1CCN(C(=O)c2ccco2)CC1
-3%,-12%,-3%,CCN(CC)C(=O)C1CCN(S(=O)(=O)c2ccc3c(c2)CCCN3C(=O)C2CCC2)CC1
-6%,?,3%,C=CCNC(=O)c1oc2ccc(S(=O)(=O)N(CC)CC)cc2c1C
-5%,-4%,14%,CCn1cc(-c2n[nH]c(=S)n2-c2ccc(C)cc2Br)c(=O)c2ccc(C)nc21
0.45µM*,89µM*,-11%,O=C(O)c1ccccc1NS(=O)(=O)c1cccc(-n2sc3ccccc3c2=O)c1
-2%,3%,29%,Nc1nc2nc(-c3ccc(OCc4ccccc4)cc3)cc(C(F)(F)F)n2n1
-5%,18%,/,Nc1c(C(=O)Nc2ccccc2Cl)c2ccccn2c1C(=O)c1ccc(Cl)cc1
-3%,1%,11%,Nc1c(C(=O)c2ccccc2)oc2ccccc12
8%,2%,-21%,FC(F)(F)c1ccc(NC(=S)NC2CCCCC2)cc1
-10%,-12%,/,COc1ccc(-c2noc(N3CCN(c4cccc(Cl)c4)CC3)n2)cc1OC

Carrying on.
GCN5L2 inh,FEN1 inh,N370S GC,SMILES
6%,23%,/,CC(C)c1ccc(NC(=O)c2cnn3c(C(F)F)cc(-c4ccccc4)nc23)cc1
-5%&8%&-3%,-1%,?,CCN(CC)CCOCCOC(=O)C1(c2ccccc2)CCCC1
1%,7%,-17%,NC(=O)N/N=C/C=C/c1ccc(F)cc1
14%,15%,-6%,COc1ccc(CNC(=O)c2cc(=O)c3ccccc3o2)cc1
-3%,1%,0%,CCc1nnc(NS(=O)(=O)c2ccc(NC(=S)NC(=O)/C=C/c3ccccc3)cc2)s1
0%,15%,/,COc1ccccc1NS(=O)(=O)c1ccc(C)c(C(=O)NCC2(N(C)C)CCCCC2)c1
-30%,1%,-13%,O=C(Cc1ccccc1[N+](=O)[O-])N/N=C/c1cccnc1
1%,-5%,/,O=S(=O)(c1ccccc1)c1nnn2c1nc(Nc1ccccc1)c1cc(Cl)ccc12
14%,-4%,/,Cc1ccc(C(=O)Nc2ccc(C(=O)OCc3cc(=O)n4nc(C5CC5)sc4n3)cc2)cc1
0%,0%,1%,COc1ccc2oc(=Nc3ccccc3)c(-c3nc4ccccc4[nH]3)cc2c1
